KCNQ2 block – KCNQ2 potassium channel inhibitors, primary screen, cell-based, CHO-K1, FluxOR thallium flux, B-score (AID 2156). Potassium voltage-gated channel subfamily KQT member 2 (Rattus norvegicus), O88943. 20 min; stronger effect = lower value. B-score at 10 µM. actives 1.1% (n = 310,000);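 active = fluorescence ratio B-score at most minus 3 library SDs, with starting brightness B-score within 2 library SDs, cut at about -5.5 in these data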
Target sequence (O88943 whole entry, looked up): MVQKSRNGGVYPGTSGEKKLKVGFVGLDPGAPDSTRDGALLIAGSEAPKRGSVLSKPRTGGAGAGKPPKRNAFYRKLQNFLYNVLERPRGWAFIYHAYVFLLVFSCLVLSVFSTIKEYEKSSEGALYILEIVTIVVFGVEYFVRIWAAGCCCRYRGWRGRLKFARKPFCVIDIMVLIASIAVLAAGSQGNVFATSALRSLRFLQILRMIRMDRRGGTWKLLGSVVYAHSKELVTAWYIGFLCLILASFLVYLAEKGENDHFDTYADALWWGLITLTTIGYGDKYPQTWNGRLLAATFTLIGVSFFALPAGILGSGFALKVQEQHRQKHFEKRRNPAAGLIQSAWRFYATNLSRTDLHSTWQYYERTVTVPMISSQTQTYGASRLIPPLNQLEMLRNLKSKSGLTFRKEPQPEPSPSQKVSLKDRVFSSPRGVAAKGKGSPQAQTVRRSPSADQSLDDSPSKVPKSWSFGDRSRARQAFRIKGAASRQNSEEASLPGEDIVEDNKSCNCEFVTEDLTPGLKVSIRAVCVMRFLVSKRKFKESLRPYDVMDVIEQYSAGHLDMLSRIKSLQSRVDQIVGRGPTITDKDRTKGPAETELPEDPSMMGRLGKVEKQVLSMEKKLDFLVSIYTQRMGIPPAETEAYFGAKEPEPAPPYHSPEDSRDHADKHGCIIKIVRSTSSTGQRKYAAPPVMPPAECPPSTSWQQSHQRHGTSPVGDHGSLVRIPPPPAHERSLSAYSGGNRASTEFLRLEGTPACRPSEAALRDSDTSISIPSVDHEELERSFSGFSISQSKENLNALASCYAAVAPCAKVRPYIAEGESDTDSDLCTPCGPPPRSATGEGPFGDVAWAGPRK
Kir21 inh – inhibitors of mouse Kir2.1 inward-rectifier potassium channel; actives 0.85% (n = 310,000); HEK293-Kir2.1, FluxOR thallium flux fluorescence; stronger effect = lower value; AID 1672, 2009; B-score at 10 µM; Inward rectifier potassium channel 2 (Mus musculus), P35561;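 active = fluorescence ratio B-score at or below minus 3 SD of library scores, with starting-brightness B-score within 2 SD, cut at about -4.2 in these data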;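 note: channel flux triggered by added potassium and thallium sulfate stimulus; B-score of peak minus minimum fluorescence over baseline after thallium stimulus; more negative B-score means stronger Kir2.1 block with less thallium influx; some compounds called inactive have numbers as strong as hits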
Starred values were filed as active, the others as inactive; i = inactive.

SMILES	KCNQ2 block	Kir21 inh
Cc1cccc(NC(=O)CC(=O)Nc2cccc(C)c2)c1	i	-0.08
N/N=C/C(=N\Nc1ccc(Cl)cc1)C(=O)c1ccncc1	i	0.61
CC1CCCCN1C(=O)C1COc2ccccc2O1 (stereo not drawn)	i	0.13
Cc1cccc(C)c1NC(=O)C1=C(O)c2ccccc2N(C)S1(=O)=O	i	0.01
CSc1nnc(-c2ccccc2)o1	i	0.46
Cc1ccccc1NC(=O)Cn1nc(C)c2ccccc2c1=O	i	2
Cc1ccnc(N2C(=O)c3ccccc3C2Nc2ccc3c(c2)OCCO3)c1 (stereo not drawn)	i	-2
COc1ccc(Oc2cc(C)c3ccccc3n2)cc1	i	0.62
CCC(C)NS(=O)(=O)c1ccc(NC(=O)C2CCCO2)cc1 (stereo not drawn)	i	-0.01
CCOC(=O)C1CCN(c2cc3c(cc2NC(=O)c2ccccc2Cl)n(C)c(=O)n3C)CC1	i	-0.75
CC(C)C(NC(=O)c1cccnc1)C(=O)O (stereo not drawn)	i	0.01
Clc1cccc(Cl)c1/C=C/c1ccn[nH]1	i	0.07
COc1ccc(OC)c(NC(=O)COC(=O)CCCN2C(=O)c3ccccc3C2=O)c1	i	-0.03
O=C(COC(=O)c1cccc2ccccc12)Nc1cccnc1Cl	i	0.56
O=C(CS(=O)(=O)c1ccc2ccccc2c1)N1CCCCCC1	i	-1.1

Six records picked at random from the list so far, as already listed:
SMILES	KCNQ2 block	Kir21 inh
N/N=C/C(=N\Nc1ccc(Cl)cc1)C(=O)c1ccncc1	i	0.61
CCOC(=O)C1CCN(c2cc3c(cc2NC(=O)c2ccccc2Cl)n(C)c(=O)n3C)CC1	i	-0.75
Clc1cccc(Cl)c1/C=C/c1ccn[nH]1	i	0.07
Cc1ccnc(N2C(=O)c3ccccc3C2Nc2ccc3c(c2)OCCO3)c1 (stereo not drawn)	i	-2
Cc1ccccc1NC(=O)Cn1nc(C)c2ccccc2c1=O	i	2
CSc1nnc(-c2ccccc2)o1	i	0.46

Further results:
SMILES	KCNQ2 block	Kir21 inh
CCN(CC)N=Nc1ccc(S(N)(=O)=O)cc1	i	-0.99
OC(CNc1nc2ccccc2s1)c1ccccc1 (stereo not drawn)	i	-0.74
Cc1nc2ccc3nc(NC(=O)c4ccco4)sc3c2s1	i	-0.2
CCc1n[nH]c(=S)n1/N=C/c1ccc(NC(C)=O)cc1	i	0.02
Cc1cc(C)c2sc(C)[n+](CCCS(=O)(=O)[O-])c2c1	i	-0.44
O=C(Nc1ccccc1N1CCOCC1)c1ccc2nc[nH]c2c1	i	-0.43
CCOc1ccccc1-c1nc2c(C(C)(C)C)nn(C)c2c(=O)[nH]1	i	-1.1
Cc1ccc(N(C(=O)C(F)(F)F)C(C(=O)NC2CCCCC2)c2ccncc2)cc1C (stereo not drawn)	i	-1.1
Cc1ccccc1C(=O)NC(C)C(c1cccs1)N1CCOCC1 (stereo not drawn)	i	-1.2
O=C(Nc1nc2c(s1)CCCC2)c1nn(Cc2ccccc2)c(=O)c2ccccc12	i	0.5
CC(=O)c1ccc(NC(=S)N2CCCCCC2)cc1	i	0.11
COc1ccc(CCNS(=O)(=O)c2ccc3c(c2)CC(C)N3C(C)=O)cc1OC (stereo not drawn)	i	-1.4
CCCC(c1nnnn1Cc1ccc(OC)cc1)N1CCN(c2ccccc2OC)CC1 (stereo not drawn)	i	0.32
O=C(c1ccc(OC2CCN(CCc3ccccc3)CC2)cc1)N1CCCC(CO)C1 (stereo not drawn)	i	0.38
COc1ccc(-c2ccnc3ncnn23)cc1	i	-0.14

3 structures out of the list, ordered by length of the SMILES, high to low:
SMILES	KCNQ2 block	Kir21 inh
Cc1ccc(N(C(=O)C(F)(F)F)C(C(=O)NC2CCCCC2)c2ccncc2)cc1C (stereo not drawn)	i	-1.1
O=C(c1ccc(OC2CCN(CCc3ccccc3)CC2)cc1)N1CCCC(CO)C1 (stereo not drawn)	i	0.38
CCOc1ccccc1-c1nc2c(C(C)(C)C)nn(C)c2c(=O)[nH]1	i	-1.1

Carrying on:
SMILES	KCNQ2 block	Kir21 inh
CC12CC3CC(C)(C1)CC(NCc1ccncc1)(C3)C2	i	-0.56
Cn1c(CCCOc2ccc(Cl)cc2Cl)nnc1SCC(=O)Nc1ccc(F)c(Cl)c1	i	1.5
CCc1nnc(NC(=O)CCC(=O)Nc2ccc(OC)cc2OC)s1	i	-2.5
COC(=O)C1(CC2CC(c3ccc(Cl)cc3)=NO2)CCN(C(=O)OC(C)(C)C)CC1 (stereo not drawn)	i	1.3
Cc1c(C)c2c(OCC(=O)Nc3cccnc3)cc3c(c2oc1=O)CCC(C)(C)O3	i	0.63
O=C(OCCN(CCOC(=O)c1ccncc1)S(=O)(=O)c1cccs1)c1ccncc1	i	0.61
Cc1cc(N(CN2CCCC2=O)C(=O)c2ccc(OC(C)C)cc2)no1	i	-1
CCC(C(=O)NC1CCCC1)N(C(=O)c1snc(C(N)=O)c1N)c1ccc(C)cc1C (stereo not drawn)	i	-0.89
O=C(c1cc(-c2cccnc2)nc2ccc(Cl)cc12)N1CCN(S(=O)(=O)c2cccs2)CC1	i	-0.21
CCOC(=O)C1C(=O)NC(c2ccccc2)=NC1c1ccc(O)c(OC)c1 (stereo not drawn)	i	1.8
CN(CC(=O)NNC(=O)CNC(=O)c1cccs1)S(=O)(=O)c1ccc(Cl)cc1	i	1
O=C(CN1CCOCC1)NN=C1CCCCCCCCCCC1	i	-1.8
Cc1cccc(CCN(CC(=O)NCc2ccc(F)cc2)C(=O)c2csnn2)c1	i	-0.18
COc1cc(C2CC(=O)C=C(O)C2)cc(OC)c1OC (stereo not drawn)	i	1.3
O=c1cc(-c2ccccc2)cc(-c2ccccc2)n1CCCO	i	0
C/C(=N\O)C(=O)OC1CC(C)CCC1C(C)C (stereo not drawn)	i	-3.4
Cc1ccccc1NC(=O)c1c([N+](=O)[O-])c(C(C)(C)C)nn1C	i	1.8
O=C(CN1C2=NCCCN2c2ccccc21)c1ccc([N+](=O)[O-])cc1	i	1.4
C/C(=N\Nc1ccc([N+](=O)[O-])cc1[N+](=O)[O-])c1cc2c(ccc3ccccc32)oc1=O	i	-0.03
CC(C)CC(=O)Nc1c(C(=O)N2CCN(Cc3ccccc3)CC2)oc2ccccc12	i	-1.1
Cc1ccc(OCc2ccc(Br)cc2)c([N+](=O)[O-])n1	i	-1
COc1ccc(OCCC(=O)N2CCOCC2)cc1	i	-0.72
COc1cccc(C2=CC(c3ccc(N(C)C)cc3)n3ncnc3N2)c1 (stereo not drawn)	i	0.76
O=C(CC1CC2CCC1C2)OCC(=O)c1c[nH]c2ccccc12 (stereo not drawn)	i	-0.69
O=C(CSc1nc(-c2ccco2)cc(C(F)(F)F)n1)N1CCN(Cc2ccccc2)CC1	i	-2.1
O=c1[nH]c(C(Cl)Cl)nc2sc3c(c12)CCN(Cc1ccccc1)C3	i	-2.4
COc1ccc(CC(=O)N2CCNC2=O)cc1	i	0.02
COc1ccccc1C(=O)Nc1c2c(nn1-c1ccc(Cl)cc1)CS(=O)(=O)C2	i	2.4
Cc1ccc2nc3nc(NCC4CCCO4)c(C(=O)NC4CCCCC4)cc3c(=O)n2c1 (stereo not drawn)	i	0.25
Fc1ccc(-c2ccnc3nc(N4CCOCC4)nn23)cc1	i	-0.17

Later entries:
structure | KCNQ2 block | Kir21 inh
COc1ccc(OCCCC(=O)OC(C)C(=O)Nc2ccccc2[N+](=O)[O-])cc1 (stereo not drawn) | i | -1.7
COC(=O)c1sccc1S(=O)(=O)Nc1ccc(S(N)(=O)=O)cc1 | i | 0.03
CCOc1ccccc1NC(=O)COc1ccc(S(=O)(=O)N2CCCC2)cc1 | i | 0.12
COc1ccc(/C=N/S(=O)(=O)c2ccccc2)cc1OC | i | 0.93
COc1ccc(CCNC(=O)CC2SC(=NCc3ccccc3)NC2=O)cc1 (stereo not drawn) | i | -0.07
CCCCN(C)CCCNC(=O)c1ccc2c(c1)NC(=O)C(N1CCOCC1)S2 (stereo not drawn) | i | 0.74
CCc1ccc(C2N(c3ccc(OC)cc3)C(=O)C3CCCN32)cc1 (stereo not drawn) | i | -0.27
COc1ccc(N2CCN(C(=O)C3CCCO3)CC2)cc1 (stereo not drawn) | i | -0.44
COC(=O)C1(C)NC(c2ccc(O)cc2)C2C(=O)N(c3ccc4c(c3)OCCO4)C(=O)C21 (stereo not drawn) | i | -2.4
Cn1c(NC(=O)C2CCCO2)cc(=O)n(C)c1=O (stereo not drawn) | i | 0.03
CC(=O)N1CCN(c2ccc(NC(=O)C(C)Oc3ccc(Cl)cc3Cl)cc2)CC1 (stereo not drawn) | i | -2.1
CCOc1ccccc1-c1nc(SCC(=O)O)n[nH]1 | i | 0.21
CCNC(=S)N1CCN(C(c2ccccc2)c2ccccc2)CC1 | i | 0.64
COc1ccc(-c2ccc(NC(=O)c3ccc(Br)o3)cc2)nn1 | i | -0.29
COc1ccccc1C1/C(=C(/O)c2ccc(OC(C)C)cc2)C(=O)C(=O)N1c1cc(C)on1 (stereo not drawn) | i | -0.04
CCOC(=O)c1sc(N)nc1C(C)C | i | -0.12
CCO[C@@H]1OC(C(=O)N2CCOCC2)=C[C@H](C2CC2)[C@H]1CCCO | i | 0.98
O=C(N/N=C1\CC2CC=CC12)c1ccc(COc2ccccc2)cc1 (stereo not drawn) | i | 1.2
COC(=O)c1ccccc1NC(=O)c1ccc2c(c1)C(=O)N(Cc1ccco1)C2=O | i | -1.1
Cc1cc(C)c(OCCN2CCCC2)c(Cl)c1 | i | -1
CN(C(=O)COC(=O)CSc1cc(Cl)ccc1Cl)c1c(N)n(Cc2ccccc2)c(=O)[nH]c1=O | i | 0.25
C=CCN(CC=C)Cc1c(C)[nH]c2c(C)c(C)ccc2c1=O | i | 0.62
CSc1cccc(NC(=O)CSc2ccc(Cl)cc2)c1 | i | -0.39
O=C(O)CC(C(=O)OCCOc1ccccc1)N1CCOCC1 (stereo not drawn) | i | 0.02
CC(=O)C[C@H]1c2ccccc2S(=O)(=O)N1C1CCCC1 | i | -4.8*
O=C(CCNS(=O)(=O)c1cccs1)NCc1ccccc1 | i | -0.72
Cc1cccc(/C=c2\s/c(=C\C(=O)C(C)(C)C)[nH]c2=O)c1 | i | 1.6
ON=C1c2ccccc2-c2ccccc21 | i | 0.45
O=c1onc(-c2cccnc2)n1-c1ccccc1F | i | -1.1
COc1ccc(NC(=S)N2CCN(C(=O)c3ccccc3)CC2)cc1 | i | -1.3
Cc1ccc(S(=O)(=O)/N=C(/Nc2cccc3ccccc23)c2ccc(F)cc2)cc1 | i | -0.16
Cc1cc(C)c2c(CC(=O)NC(C)C)coc2c1 | i | 1.5
Cc1ccc(CCNC(=O)CS(=O)Cc2nc(-c3ccccc3Cl)oc2C)cc1 (stereo not drawn) | i | -2
N#Cc1ccc(CSc2nnc(NC(=O)c3ccc4ncsc4c3)s2)cc1 | i | 0.11
O=C(COC(=O)Cc1ccccc1[N+](=O)[O-])NC1CCCC1 | i | 2.2
COc1ccc(NC(=O)CC(C)=O)c(OC)c1 | i | 0.05
COc1ccc(-c2ccc(=O)n(CC(=O)NCc3ccco3)n2)cc1 | i | 0.98
Cc1cc(C)nc(Nc2ccc(C)c([N+](=O)[O-])c2)n1 | i | 0.65
Cc1noc(C)c1COc1ccc(C(=O)OCC(=O)OC(C)(C)C)cc1 | i | 0.26
CSc1ccc(S(=O)(=O)N(CC(=O)NN=C2CCN(C)CC2)c2ccc(C)cc2)cc1 | i | -0.36
COc1ccc(-c2cnnn2-c2ccc(NC(=O)c3ccco3)cc2)cc1OC | i | -0.87
Cc1ccc(C)c(NC(=O)CSc2nc3ccccc3nc2N2CCOCC2)c1 | i | 0.98
CN(C)/C=N/NC(=O)c1ccccc1 | i | -0.59
CC(Oc1ccc(Cl)cc1)C(=O)NCC1CCCO1 (stereo not drawn) | i | -0.25
O=C(/C=C/c1ccccc1)NCC(=O)N/N=C\c1cccnc1 | i | -0.48
CCOC(=O)c1cc(C)sc1NC(=O)CSc1nccn1C | i | 0.2
O=C(Nc1ccc(Oc2cccnc2)cc1)c1ccc([N+](=O)[O-])cc1 | i | -1
O=C(CCCn1cnc([N+](=O)[O-])n1)Nc1cccc(Cl)c1Cl | i | 0.33
O=C(COC(=O)CSc1cc(Cl)ccc1Cl)NCc1ccc2c(c1)OCO2 | i | -0.33
CCOC(=O)CSc1ncc(OC)c(Sc2ccc(OC)cc2)n1 | i | -2.8

Going on with the list:
structure | KCNQ2 block | Kir21 inh
O=C(CNC(=O)c1ccco1)NCC(=O)OCc1ccc(F)cc1 | i | 0.19
COC(=O)c1ccc(CSc2nnc(CNC(=O)c3cccs3)o2)o1 | i | -0.07
Cc1nn(CC(=O)NCCc2ccc(Cl)cc2)c(C)c1[N+](=O)[O-] | i | -1.6
CCCCc1ccc(NS(=O)(=O)c2c(C)n(C)c(=O)n(C)c2=O)cc1 | i | -0.83
Cn1c(=O)c2c(ncn2CCCNC2=CC(C)(C)CC(=O)C2)n(C)c1=O | i | -0.73
NC(=O)CC(NC(=O)Cc1ccc(Br)cc1)c1ccc(NCC2CC2)c([N+](=O)[O-])c1 (stereo not drawn) | i | -0.04
CN(C)c1cc(=O)n2c(n1)SCCC2 | i | -1.1
O=C(Nc1ccc(Br)cn1)c1ccc2ccccc2c1 | i | -1.5
